# Source: PubChem
# Rv3671c inh = Rv3671c serine protease inhibitors, primary screen, biochemical, fluorescence polarization, M. tuberculosis H37Rv | P9WHR9 | inhibition, % at 5.96 µM | 0.048% of 320,000 active | AID 2606, 2010; in the data active = inhibition above about 38%;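 note: extracellular domain of Rv3671c used as enzyme; 0% = enzyme with DMSO and 100% = no enzyme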
# Target sequence (P9WHR9 whole entry, looked up, the tested form may be a part): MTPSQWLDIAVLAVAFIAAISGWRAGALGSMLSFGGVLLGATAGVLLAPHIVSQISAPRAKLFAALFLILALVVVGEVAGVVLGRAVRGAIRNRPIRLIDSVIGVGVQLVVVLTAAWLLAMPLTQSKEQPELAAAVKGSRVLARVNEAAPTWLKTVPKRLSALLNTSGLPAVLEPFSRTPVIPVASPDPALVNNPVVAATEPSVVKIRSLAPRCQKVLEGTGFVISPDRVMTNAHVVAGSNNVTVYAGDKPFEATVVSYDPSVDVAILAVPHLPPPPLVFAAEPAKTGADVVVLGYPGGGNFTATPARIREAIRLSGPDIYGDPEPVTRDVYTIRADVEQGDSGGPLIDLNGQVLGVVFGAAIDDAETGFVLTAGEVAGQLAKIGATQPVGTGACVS
# BH1578 lux ind = inducers of Vibrio cholerae quorum light production without autoinducers, primary screen, BH1578 luxS cqsA deficient, single point. V. cholerae BH1578 lux reporter, luminescence, 6 h. activation, % at 18.7 µM. 0.16% of 350,000 active. AID 588436, 2011; in the data active = activation mostly above about 9.7%, no sharp cut-off; note: not every result past the cut was called active; inactives centre near 0; reference of the scale not given here
# MazF activator = activators of E. coli MazEF toxin-antitoxin RNase, primary screen, biochemical, fluorescence, uHTS | Endoribonuclease toxin MazF (Escherichia coli (strain K12)), P0AE70 | activation, % at 20 µM | 0.32% of 350,000 active | FAM/BHQ RNA-DNA oligo cleavage fluorescence, 5 h | AID 504720, 2011; in the data active = activation above about 50%
# DUSP3 inh = VHR1 phosphatase inhibitors, primary screen, biochemical, absorbance, uHTS. Dual specificity protein phosphatase 3 (Homo sapiens), P51452. recombinant VHR phosphatase, pNPP absorbance. inhibition, % at 13.3 µM. 0.52% of 290,000 active; in the data active = inhibition above about 50%; note: some compounds called inactive have numbers as strong as hits
# Target sequence (P51452 whole entry, looked up): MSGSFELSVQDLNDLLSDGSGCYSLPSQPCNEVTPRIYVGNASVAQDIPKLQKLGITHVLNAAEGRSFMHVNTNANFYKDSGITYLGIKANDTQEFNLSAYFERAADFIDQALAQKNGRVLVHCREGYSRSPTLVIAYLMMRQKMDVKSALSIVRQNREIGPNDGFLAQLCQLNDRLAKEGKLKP
# Mtb FBA inh = Mtb FBA enzyme inhibitors, primary screen, biochemical, fluorescence, strain H37Rv. purified M. tuberculosis FBA, fluorescence read-out. 2.3% of 360,000 active. inhibition, % at 1 µM; in the data active = inhibition above about 27%;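 note: 0% = vehicle and 100% = reference inhibitor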
# Target sequence (P9WQA3 whole entry, looked up): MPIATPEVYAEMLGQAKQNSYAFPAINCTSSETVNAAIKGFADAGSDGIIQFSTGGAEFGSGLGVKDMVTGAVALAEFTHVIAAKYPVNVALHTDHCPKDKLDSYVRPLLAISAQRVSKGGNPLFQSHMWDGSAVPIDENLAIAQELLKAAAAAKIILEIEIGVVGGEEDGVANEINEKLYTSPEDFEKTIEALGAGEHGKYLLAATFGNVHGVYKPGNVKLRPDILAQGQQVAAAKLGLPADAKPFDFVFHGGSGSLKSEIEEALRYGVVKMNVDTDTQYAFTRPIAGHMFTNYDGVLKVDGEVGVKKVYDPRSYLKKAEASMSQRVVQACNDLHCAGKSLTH
# BioA inh = M. tuberculosis BioA enzyme inhibitors, primary screen, biochemical, plate reader, single point, HTS | 7,8-diaminopelargonic acid synthase BioA (Mycobacterium tuberculosis) | purified M. tuberculosis BioA enzyme | inhibition, % at 9.99 µM | 0.096% of 360,000 active; in the data active = inhibition above about 40%
# UGM FP inh = M. tuberculosis UGM enzyme inhibitors, primary screen, biochemical, fluorescence polarization, single point. UDP-galactopyranose mutase (Mycobacterium tuberculosis (strain ATCC 25618 / H37Rv)), …. purified UGM, fluorescence polarization probe displacement. inhibition, % at 10 µM. 0.06% of 320,000 active. AID 504406, 2011; in the data active = inhibition above about 10%, passing the limit was not always enough
# SARS 3CLpro inh = SARS-CoV 3CLpro protease inhibitors, primary screen, biochemical, quenched FRET | recombinant SARS-CoV 3CLpro, quenched FRET peptide cleavage | inhibition, % at 6 µM | 0.14% of 290,000 active; in the data active = inhibition above about 12%
# GDH-TPI counter = GDH-TPI coupling enzyme inhibitors, primary screen, artefact control for M. tuberculosis FBA inhibitor project, biochemical, absorbance, full deck; GDH-TPI coupled enzyme counterscreen, NADH absorbance; 1.2% of 360,000 active; inhibition, % at 4.8 µM; in the data active = inhibition above about 30%;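 note: 0% = DMSO wells and 100% = wells lacking the enzyme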
# PriA SSB inh = inhibitors of Klebsiella pneumoniae PriA binding to SSB C-terminal tail, primary screen, biochemical, AlphaScreen; PriA–SSB C-terminal tail interaction (Klebsiella pneumoniae); AlphaScreen SSBct-PriA binding, biotinylated peptide; inhibition, % at 33 µM; 0.6% of 430,000 active; in the data active = inhibition mostly above about 37%, no sharp cut-off; inactive = mostly below about 20%;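 note: plate controls were negative control peptide for no effect and reference peptide for full effect; strong numbers were not always called active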
# * = called active by the depositor; i = inactive; x = no result given; & = joins results of further samples.
# Preview, three compounds:
item	smiles	Rv3671c inh	BH1578 lux ind	MazF activator	DUSP3 inh	Mtb FBA inh
1	Cc1cccc(-c2nnc(SCC(=O)N3CCOCC3)o2)c1	6	-0.5	7	35	1
2	O=c1cc(O)c2ccc(O)cc2o1	-9	-0.3	10	16	18
3	Cc1cc(C)c(S(=O)(=O)NCCOc2ccccc2)c(C)c1-n1cnnn1	-1	-0.3	-15	-6	-2

item	BioA inh	UGM FP inh	SARS 3CLpro inh	GDH-TPI counter	PriA SSB inh
1	-2.2	0.9	-8	2	-5
2	-0.2	-0.5	12	10	-10
3	x	-2.2	-2	-1	-31

# Results (from the top)
item	smiles	Rv3671c inh	BH1578 lux ind	MazF activator	DUSP3 inh	Mtb FBA inh
1	Cc1cccc(-c2nnc(SCC(=O)N3CCOCC3)o2)c1	6	-0.5	7	35	1
2	O=c1cc(O)c2ccc(O)cc2o1	-9	-0.3	10	16	18
3	Cc1cc(C)c(S(=O)(=O)NCCOc2ccccc2)c(C)c1-n1cnnn1	-1	-0.3	-15	-6	-2
4	O=C1NC(=Nc2ccccc2)S/C1=C\c1cccn1-c1ccccc1	2	i	2	-25	-1
5	COc1ccc2nc(N(CCN(C)C)C(=O)/C=C/c3cccs3)sc2c1	-3	i	0	11	0
6	CCOC(=O)Cn1c(=O)c(-c2cc(Br)ccc2N)nc2ccccc21	-4	-0.4	-110	1	-4
7	CCN1CCCC1CNC(=O)C(=O)NC(C)C (centres undefined)	9	i	5	9	1
8	O=C(O)CCN1C(=O)c2ccc(Oc3ccc([N+](=O)[O-])cc3)cc2C1=O	5	i	6	9	2
9	COC(=O)c1cc(Br)c(=O)n(Cc2ccc(OC)c(OC)c2)c1	2	i	2	-19	0
10	COCCNC(=O)C1CCCN(Cc2cccc(C#N)c2)CC1 (centres undefined)	x	-0.2	x	x	-1
11	COc1cc(C(=O)N/N=C/c2ccc(OC(=O)c3ccccc3Cl)c(OC)c2)ccc1O	x	i	-1	8	-5
12	COc1cc2cnc(CCCC#N)cc2cc1OC	9	-0.9	-1	x	3

item	BioA inh	UGM FP inh	SARS 3CLpro inh	GDH-TPI counter	PriA SSB inh
1	-2.2	0.9	-8	2	-5
2	-0.2	-0.5	12	10	-10
3	x	-2.2	-2	-1	-31
4	-2.0	0.0	2	-4	0
5	x	-1.8	-4	32*	6
6	-0.5	2.6	1	14	-12
7	x	-1.4	0	3	1
8	1.4	0.7	-4	20	-5
9	2.6	2.0	3	5	0
10	0.0	x	x	2	x
11	-1.1	-4.0	1	17	x
12	2.0	-3.4	x	13	-13

# For reference, part of the list above.
item	smiles	Rv3671c inh	BH1578 lux ind	MazF activator	DUSP3 inh	Mtb FBA inh
1	Cc1cccc(-c2nnc(SCC(=O)N3CCOCC3)o2)c1	6	-0.5	7	35	1
2	O=c1cc(O)c2ccc(O)cc2o1	-9	-0.3	10	16	18

item	BioA inh	UGM FP inh	SARS 3CLpro inh	GDH-TPI counter	PriA SSB inh
1	-2.2	0.9	-8	2	-5
2	-0.2	-0.5	12	10	-10

# The list continues.
item	smiles	Rv3671c inh	BH1578 lux ind	MazF activator	DUSP3 inh	Mtb FBA inh
13	COc1cc(-c2nnn(CC(=O)NC3CCS(=O)(=O)C3)n2)ccc1OCc1ccccc1 (centres undefined)	-5	-1.0	-12	15	-3
14	Cc1c(C(=O)O)oc2ccc(S(=O)(=O)N3CCC(C)CC3)cc12	4	i	11	3	1
15	COc1ccc2nc3sc(C(=O)NCCCN4CCc5ccccc5C4)cc3cc2c1	-41	i	-14	8	8
16	COC(=O)c1ccc(NC(=O)COC(=O)C2CCC2)cc1	11	i	5	x	3
17	Cc1ccc(CNC(=O)COc2ccc(C(=O)c3ccc(F)cc3)cc2)cc1	-7	-0.2	-6	13	0
18	CC1=N/C(=C/c2cc(Br)cc(Br)c2O)C(=O)O1	6	0.7	-24	-20	-4
19	CCCCn1c(N)c(N(CCC(C)C)C(=O)COC(=O)/C=C/c2ccc(F)cc2)c(=O)[nH]c1=O	1	i	1	x	4
20	CC(C)(C)OC(=O)C[C@@H]1C/C=C\C[C@H](CC(=O)N(CCO)Cc2ccccc2)C(=O)N[C@@H](Cc2ccccc2)COC1=O	-3	i	8	x	-2
21	Cc1ccnc(NC(=O)C2CCN(S(=O)(=O)c3ccc(C)c(C)c3)CC2)c1	-1	i	2	x	-1
22	COc1ccc(CCNC(=O)C2CCN(S(=O)(=O)c3ccc(NC(C)=O)cc3)CC2)cc1OC	4	-0.8	2	-8	3
23	O=C(O)c1ccc(-n2cccc2)cc1O	-2	-2.1	0	18	18
24	Cc1cccc(-n2ccnc2CN2CCN(C(C)C)C(CCO)C2)c1 (centres undefined)	9	2.3	5	8	-2

item	BioA inh	UGM FP inh	SARS 3CLpro inh	GDH-TPI counter	PriA SSB inh
13	-1.0	-0.6	-3	7	4
14	-2.3	-0.4	-6	0	-15
15	6.1	0.5	-5	10	-9
16	x	4.3	x	3	-3
17	x	0.7	2	9	2
18	-2.8	-5.9	-2	-10	x
19	-1.4	8.5	x	11	1
20	1.3	-1.2	x	13	-8
21	x	0.5	x	9	2
22	0.8	0.1	2	5	-9
23	-1.1	1.5	2	5	-9
24	-0.7	2.7	-1	-1	-2

# Just MazF activator, for two of the compounds above:
no. | SMILES | MazF activator
14 | Cc1c(C(=O)O)oc2ccc(S(=O)(=O)N3CCC(C)CC3)cc12 | 11
23 | O=C(O)c1ccc(-n2cccc2)cc1O | 0

# Continuation.
item	smiles	Rv3671c inh	BH1578 lux ind	MazF activator	DUSP3 inh	Mtb FBA inh
25	CN(C)S(=O)(=O)c1cccc(C(=O)N2CCN(Cc3ccccc3)CC2)c1	6	-0.3	-3	26	-12
26	CCN(CC)S(=O)(=O)c1ccc2nc(COC(=O)c3n[nH]c4ccccc34)[nH]c2c1	-28	-5.6	-1	22	-1
27	COCCN=C1N[C@@H](c2ccc(Br)cc2)C(C(=O)OC)=C(C)N1Cc1ccccc1	4	-0.5	17	13	3
28	COc1ccc(C(=O)Nc2ccc(C)cc2C(=O)c2ccccc2)c(OC)c1	-16	-0.4	-3	8	-1
29	COc1ccc(OC)c(NS(=O)(=O)c2cc(OC)ccc2OC)c1	1	i	-5	22	1
30	Cc1ccc2c(Cn3cc(C(F)(F)F)cc(Cl)c3=O)cc(=O)oc2c1	5	x	x	3	x
31	COc1cccc(C(=O)N2CCCN(C)CC2)c1OC	7	-0.2	12	6	-1
32	C/C(=N\NC(=O)Cn1nnc2ccccc21)c1ccco1	-13	-0.9	-8	21	0
33	COC(=O)c1ccc2c(=O)n(CCCCCC(=O)NCc3ccccc3)c(=O)[nH]c2c1	-22	-0.3	3	10	6
34	O=C1/C(=C\c2cc3c(cc2Cl)OCO3)N2CCC1CC2	0	-0.3	-5	32	-4
35	CCOc1ccsc1C(=O)NNC(=O)c1ccco1	1	i	0	24	2
36	Cc1c(C)c2c(OCC(=O)NCc3ccncc3)cc3c(c2oc1=O)CCC(C)(C)O3	-7	-0.3	-7	5	31*

item	BioA inh	UGM FP inh	SARS 3CLpro inh	GDH-TPI counter	PriA SSB inh
25	2.8	2.1	-5	-13	-9
26	-1.8	1.3	-4	9	-3
27	13	0.8	-8	4	3
28	x	-0.1	3	7	4&-13
29	0.4	-1.4	7	0	12
30	x	-2.7	4	x	x
31	-1.9	-1.7	-2	-3	-7
32	3.5	-2.0	4	0	x
33	-3.8	0.7	1	0	-14
34	-0.7	-1.2	1	21	-6
35	-1.4	-0.1	0	-2	-26
36	0.6	-1.7	3	8	0

# Down the list, quoted from above:
# Entries 26–36 in Mtb FBA inh, in turn: -1, 3, -1, 1, x, -1, 0, 6, -4, 2, 31*

# Next part:
item	smiles	Rv3671c inh	BH1578 lux ind	MazF activator	DUSP3 inh	Mtb FBA inh
37	Cc1nnc(SCC(=O)NC(C)(C)C)n1NCc1c(F)cccc1Cl	3	i	2	21	1
38	Cc1cccc(S(=O)(=O)Nc2ccc(S(=O)(=O)Nc3nccs3)cc2)c1	6	i	-1	x	1
39	CCC(C)(C)NC(=O)CN(C(=O)CNS(=O)(=O)c1ccc(F)cc1)c1ccc2c(c1)OCCO2	1	-0.3	2	27	1
40	COc1cc(/C=C/c2c([N+](=O)[O-])c(=O)n(C)c(=O)n2C)cc(OC)c1OC	5	-0.1	6	18	1
41	CCC1CCCCN1C(=O)CSc1nc(C)cc(C)n1 (centres undefined)	0	i	1	10	1
42	O=C(CCC(=O)c1ccc(F)cc1)NN1C(=O)NC2(CCCCC2)C1=O	3	0.3	3	x	2
43	COc1ccc(OC)c(/C=N/NC(=O)c2ccc(Cn3cc([N+](=O)[O-])cn3)o2)c1	-10	-0.4	17	-8	-1
44	Cc1csc(NC(=O)c2cc3c(s2)CCCCC3)n1	-8	-0.2	6	-8	-9
45	Cc1cccc(N(C(=O)c2ccco2)C(C(=O)NC2CCCC2)c2cccnc2)c1C (centres undefined)	-6	-0.2	22	17	2
46	CCc1ccc(N2CC(C(=O)N3CCN(S(=O)(=O)c4cccc(F)c4)CC3)CC2=O)cc1 (centres undefined)	x	-0.6	-7	x	-3
47	COC(=O)c1ccc(Cl)c(NC(=O)CSc2nnc(-c3ccncc3)o2)c1	0	i	11	2	-3
48	O=C1Nc2ccc(S(=O)(=O)N3CCOCC3)c3cccc1c23	0	-0.3	0	-18	25

item	BioA inh	UGM FP inh	SARS 3CLpro inh	GDH-TPI counter	PriA SSB inh
37	0.0	3.2	1	2	-5
38	6.7	2.9	x	-4	-15
39	0.1	0.5	4	-6	-1
40	-2.7	1.6	9	28	-2
41	x	0.0	2	0	1
42	0.0	-0.9	x	11	-2
43	0.2	1.8	0	21	i
44	x	-0.2	3	4	7
45	-0.1	-0.5	-7	0	-20
46	-1.4	x	x	4	x
47	0.5	0.1	1	5	1
48	0.7	1.3	-4	19	-8

# (more compounds)
item	smiles	Rv3671c inh	BH1578 lux ind	MazF activator	DUSP3 inh	Mtb FBA inh
49	COc1ccc(/C=C/C(=O)OC(C)C(=O)c2ccccc2)cc1OC (centres undefined)	-4	0.3	0	x	2
50	COc1ccc(CC(=O)NCc2ccc3c(c2)OCO3)cc1	-3	i	-2	14	4
51	COc1ccc(C2c3ccc4ccccc4c3Oc3ncn(CCCN(C)C)c(=N)c32)cc1 (centres undefined)	-19	0.8	50*	2	1
52	COc1ccc(-c2noc(CCC(=O)NCCCN3CCN(c4ccc(F)cc4)CC3)n2)cc1	-7	-12	1	8	1

item	BioA inh	UGM FP inh	SARS 3CLpro inh	GDH-TPI counter	PriA SSB inh
49	-0.3	0.1	x	15	-10
50	x	0.1	2	-9	5
51	1.9	0.2	-12	3	1
52	-0.5	2.8	-1	1	-1

# An excerpt, so the mix of outcomes need not match the whole.
